Assay outcomes as filed in PubChem.
UHRF1 MBD2 ctr – UHRF1 methylated DNA binding inhibitors, primary screen, counter-screen for MBD2 inhibitor project, biochemical, TR-FRET, human UHRF1, single concentration; E3 ubiquitin-protein ligase UHRF1 (Homo sapiens), Q96T88; UHRF1 binding to methylated oligo; inhibition, % at 4.4 µM; 0.75% of 370,000 active; in the data active = inhibition above about 21%;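 also: UHRF1 SRA domain binding a hemimethylated CpG hairpin DNA probe; 0% = median of test compound wells and 100% = reference inhibitor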
DDE Tn6 FP inh – inhibitors of Tn6 peptide binding to fibrin DD(E), primary screen, biochemical, fluorescence polarization, human fibrin, Tn6 probe. inhibition, % at 8.3 µM. Fibrinogen beta chain (Homo sapiens), P02675. Fibrin DD(E) TRITC-Tn6 fluorescence polarization displacement. 0.21% of 370,000 active. AID 720509, 2013;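 active = inhibition above a per-campaign cutoff: mean of compounds within control limits plus 3 SD, cut at about 15% in these data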;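 also: 0% = median of all compound wells on the plate and 100% = blocking peptide control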
PRMT1 FP inh – PRMT1 methyltransferase inhibitors, primary screen, biochemical, fluorescence polarization. AID 652257, 2013. Protein arginine N-methyltransferase 1 (Homo sapiens), Q99873. recombinant PRMT1, activity-based probe fluorescence polarization. inhibition, % at 2.79 µM. 1.3% of 370,000 active;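 active = inhibition above about 21% made by adding two undisclosed values, limit read from the data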
TCR CD3 inh – inhibitors of human TCR-CD3 interaction, primary screen, biochemical, fluorescence, TAMRA-labeled TCR probe; inhibition, % at 9.4 µM; 0.37% of 360,000 active; in the data active = inhibition above about 19%;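 also: recombinant mutant TCR 2C K166C tagged with TAMRA read by polarization; 0% = receptor in buffer alone and 100% = receptor with positive control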
KLK7 zymogen act – proKLK7 zymogen activators, primary screen, biochemical, fluorescence intensity | Kallikrein-7 (Homo sapiens), P49862 | purified proKLK7, EDANS-DABCYL substrate fluorescence; 100% is mature enzyme control, 0% vehicle | activation, % at 7 µM | 0.9% of 370,000 active;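 active = activation above the mean of all tested compounds plus 3 SD, computed per campaign excluding outliers beyond control limits, cut at about 13% in these data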
LEDGF integ inh – blockers of LEDGF/p75-dependent integrase strand transfer – biochemical, TR-FRET, high throughput, primary screen; HIV-1 integrase (with human LEDGF/p75); TR-FRET IN-LEDGF/p75 DNA integration, Eu/Cy5; inhibition, % at 3.7 µM; 0.64% of 370,000 active; AID 743269, 2014;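 active = inhibition above the screen-wide mean plus 3 SD, cut at about 13% in these data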;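 also: signal is the Cy5 over europium emission ratio at 671 and 618 nm; 0% = plate median of compound wells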
Tn7 DDE FP – inhibitors of Tn7 peptide binding to fibrin DD(E), primary screen, biochemical, fluorescence polarization, human fibrin, Tn7 probe | Fibrinogen beta chain (Homo sapiens), P02675 | FP displacement of FITC-Tn7 peptide from fibrin DD(E); 0% = median of compound wells per plate | inhibition, % at 8.3 µM | 0.13% of 370,000 active;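 active = inhibition above the mean of compounds falling within the control limits plus 3 SD of them, cut at about 14% in these data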;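 also: 0% = plate median of compound wells and 100% = 10 µM Aha-Tn7 peptide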
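Assay system: human fibrin DD(E). Input: DD(E) 2 µM final. Medium: Tris buffer with calcium and detergent, pH 7.8. Compound dosing: single point at 8.3 µM. Timing: 10 min plus 3 h, room temperature. Technique: fluorescence polarization of the labelled Tn7 tracer. Read-out: percent inhibition. Replicates: singlicate testing.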
SIAE primary – human SIAE inhibitors, primary screen, biochemical, fluorescence polarization, FP-Rh probe, 1536-well HTS. Sialate O-acetylesterase (Homo sapiens), Q9HAT2. SIAE FP-Rh probe binding. inhibition, % at 9.66 µM. 0.69% of 370,000 active. AID 1053197, 2014;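 active = inhibition above a cutoff: mean of compounds within the control limits plus 3 SD of those, cut at about 17% in these data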;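 also: 0% = plate median of compound wells and 100% = probe without SIAE protein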
Target sequence (Q9HAT2 whole entry, looked up): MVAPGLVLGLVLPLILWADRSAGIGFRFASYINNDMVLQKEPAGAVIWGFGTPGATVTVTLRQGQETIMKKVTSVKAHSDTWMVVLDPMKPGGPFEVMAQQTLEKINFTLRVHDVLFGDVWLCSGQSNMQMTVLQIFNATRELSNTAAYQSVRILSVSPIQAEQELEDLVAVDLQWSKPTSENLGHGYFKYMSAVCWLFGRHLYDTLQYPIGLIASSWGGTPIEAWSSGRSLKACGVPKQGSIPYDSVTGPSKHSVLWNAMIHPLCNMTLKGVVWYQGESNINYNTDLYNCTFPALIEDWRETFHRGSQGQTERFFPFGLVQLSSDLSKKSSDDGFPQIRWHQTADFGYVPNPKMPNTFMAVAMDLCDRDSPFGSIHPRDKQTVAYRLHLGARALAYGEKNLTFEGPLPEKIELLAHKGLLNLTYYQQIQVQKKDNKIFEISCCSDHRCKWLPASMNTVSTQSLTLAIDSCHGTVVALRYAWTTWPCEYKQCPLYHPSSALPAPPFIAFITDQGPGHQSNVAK
TDP2 absorb – human TDP2 enzyme inhibitors, primary screen, biochemical, epi absorbance, recombinant enzyme; Tyrosyl-DNA phosphodiesterase 2 (Homo sapiens), O95551; T5PNP hydrolysis, p-nitrophenol absorbance 415 nm; inhibition, % at 12.8 µM; 0.34% of 370,000 active; AID 720702, 2013;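 active = inhibition above the mean of all tested compounds plus 3 SD, set per campaign, cut at about 25% in these data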;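 also: 0% = DMSO with enzyme and 100% = buffer with substrate but no TDP2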
Target sequence (O95551 whole entry, looked up): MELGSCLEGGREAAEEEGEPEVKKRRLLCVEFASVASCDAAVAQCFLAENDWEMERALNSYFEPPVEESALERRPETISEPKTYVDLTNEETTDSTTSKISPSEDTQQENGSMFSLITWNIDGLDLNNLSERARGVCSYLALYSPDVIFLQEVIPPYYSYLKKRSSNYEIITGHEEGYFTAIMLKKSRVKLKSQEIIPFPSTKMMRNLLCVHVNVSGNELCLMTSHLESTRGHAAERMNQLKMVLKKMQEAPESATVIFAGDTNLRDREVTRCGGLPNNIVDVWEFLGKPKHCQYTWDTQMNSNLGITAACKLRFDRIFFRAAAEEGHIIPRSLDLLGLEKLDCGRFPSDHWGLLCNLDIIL
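Incubation: 2 h at 37 °C; Test system: recombinant human TDP2; Quantity: enzyme 120 nM; Read-out basis: percent inhibition; Medium: 50 mM Tris-HCl pH 7.5 with Mg2+, KCl, DTT, BSA; Repeats: single replicate; Compound: 12.8 µM single point, 1% DMSO; Signal: epi absorbance; Reagent: 5 mM T5PNP chromogenic substrate; Benchmarks: no-enzyme high, DMSO-plus-enzyme low.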
MBD2 DNA inh – inhibitors of MBD2 binding to methylated DNA, primary screen, biochemical, TR-FRET, DNA-binding domain, human; MBD2 binding to methylated oligonucleotide; inhibition, % at 4.4 µM; 0.31% of 370,000 active; AID 686964, 2013; in the data active = inhibition above about 13%
Numbers without * were called inactive; & = joins results of further samples.

molecule,UHRF1 MBD2 ctr,DDE Tn6 FP inh,PRMT1 FP inh,TCR CD3 inh,KLK7 zymogen act,LEDGF integ inh,Tn7 DDE FP,SIAE primary,TDP2 absorb,MBD2 DNA inh
O=C1NC(Cc2ccc(O)cc2)c2nc3cc(Cl)ccc3c(=O)n2-c2cc3ccccc3cc21 (stereo not given),-1,-8,2,8,-0.6,-8,-5,-46,3,-1
O=C(CNC(=O)c1ccc(Cl)c([N+](=O)[O-])c1)OC1CCCCC1=O (stereo not given),1,12,3,16,0.7,1,5,1,-7,-1
CNC[C@@H]1Oc2c(NC(=O)Nc3ccccc3)cccc2C(=O)N([C@@H](C)CO)C[C@H]1C,0,-6,0,0,0.4,-4,10,5,-9,1
Cc1ccc(NC(=O)CN(C)C(=O)/C=C/c2ccc3c(c2)OCO3)cc1,-1,-6,-4,-7,2.1,2,0,5,-13,-5
N#CC(C#N)=C1SC(=Nc2ccccc2)C(=Nc2ccccc2)N1c1ccccc1,-1,1,-4,1,0.6,3,-1,-4,-10,-6
CC(C)(Oc1ccc(Cl)cc1)C(=O)Nc1cccnc1,-1,-5,0,8,0.2,0,3,-1,2,3
CCCCc1cc(=O)oc2cc(OC(C)C(=O)NCC3CCC(C(=O)O)CC3)c(Cl)cc12 (stereo not given),0,2,5,-2,0.5,-3,0,-3,4,2
Cc1noc(C)c1NC(=O)N(C)C[C@@H]1OCc2cnnn2CCCC(=O)N([C@H](C)CO)C[C@@H]1C,0,7,2,-8,0.8,-7,-6,10,2,-1
CSc1cc(C)n(-c2ccc(Cl)cc2)c(=S)c1C(C)=O,-1,-2,-3,6,-0.3,0,-4,12,3,-2
COCc1nnc(NC(C)=O)s1,0,-2,-1,5,0.0,2,-4,-3,-2,2
O=c1c2ccccc2nc(/C=C/c2ccccc2)n1CCc1ccccc1,2,-2,-3,7,0.8,1,0,-5,4,-1
COc1ccc(N(C(=O)c2ccco2)C(C(=O)NC2CCCC2)c2ccc(N3CCOCC3)cc2)c(OC)c1 (stereo not given),-1,-1,2,3,-0.1,-2,4,1,6,-3
Cc1ccccc1Nc1nnc(SCC(=O)c2c(N)n(C)c(=O)n(C)c2=O)s1,1,-2,-1,7,-0.9,4,2,-4,4,0
CCc1ccc(NC(=S)Nc2ccc(S(=O)(=O)Nc3ncccn3)cc2)cc1,2,10,4,-4,0.0,-10,4,6,-10,0
COC(=O)c1ccc(CSc2nc3c(c(=O)n2-c2ccccc2)SCC3)o1,-2,3,6,2,0.2,2,7,1,-7,-2
CCOc1ccccc1CN1CCN(Cc2ccc(C)o2)C(CCO)C1 (stereo not given),4,7,3,-9,-0.7,-1,-7,2,-3,-1
CCOC(=O)c1c(NC(=O)CSc2ncnc3ccccc23)sc(C(C)=O)c1C,2,-1,1,-6,-0.2,-1,5,-3,5,2
O=C(O)C1(C(=O)O)CCCC1,-3,-2,2,-1,-0.5,3,-4,0,3,3
O=C(c1cc2cc(F)ccc2[nH]1)N(Cc1cccnc1)CC1CCCN(C2CCCCC2)C1 (stereo not given),-1,1,1,1,0.5,-2,-2,-5,-13,2
Cc1ccc(Cn2nc(C)c(C(=O)NCC(c3ccc(F)cc3)N3CCOCC3)c2Cl)cc1 (stereo not given),-4,0,-1,-2,0.2,-5,4,-5,-12,0
N/C(=N\OC(=O)COc1ccc(Cl)cc1Cl)c1ccncc1,0,2,0,8,0.2,-1,0,-3,-4,6
O=C(Nc1nc2ccc(F)cc2s1)c1ccc(N2CCCC2=O)cc1,5,1,2,-10,0.2,-1,6,-5,-3,7
CN(Cc1ccco1)c1ncnc2ccc(-c3ccc4c(c3)OCO4)cc12,2&-7,-7&-2,6&6,-2,0.0,-3&-1,-2&12,5&-4,-4&7,-3&1
Nc1cc(=O)c2[nH]cnc2[nH]1,0,3,-3,0,0.5,1,-3,-1,-4,1
Cc1cc(N2CCN(c3ccccc3)CC2)n2cc(-c3ccccc3)nc2n1,16,5,-5,4,-0.1,3,2,-2,-7,4

molecule,UHRF1 MBD2 ctr,DDE Tn6 FP inh,PRMT1 FP inh,TCR CD3 inh,KLK7 zymogen act,LEDGF integ inh,Tn7 DDE FP,SIAE primary,TDP2 absorb,MBD2 DNA inh
COc1cccc(NC(=O)NC2(C(=O)N3CCC(O)CC3)CCCCC2)c1,2,2,-1,-5,0.6,6,-1,3,-14,-7
Cc1cccc(N2CCN(C(=O)c3ccccc3NC(=O)C3CCCCC3C(=O)O)CC2)c1 (stereo not given),4,-1,5,-3,-0.3,-1,2,3,2,-5
CCOc1ccccc1N1CCN(C(=O)CC(C)C)CC1,-1,1,0,-6,0.5,2,-1,3,8,-5
CCCCc1nnc(NC(=O)c2ccc(OCc3c(C)noc3C)cc2)s1,1,1,-4,5,0.4,0,-6,-4,17,-4
CN(Cc1ccccc1)S(=O)(=O)c1ccc(NC(=S)NC(=O)C2CCCC2)cc1,-1,-3,0,6,0.7,-2,-8,-36,5,-4
Cc1cc(-c2c(C)[nH]n(-c3ccc(Cl)cc3)c2=O)n(-c2ccccc2)n1,0,4,1,-1,-0.4,-4,3,0,-5,0
COc1cc2c(cc1OC)/C(=C/C(=O)c1ccc([N+](=O)[O-])c(C)c1)NCC2,-4,4,2,2,2.7,3,-10,0,-4,0
COc1cc(CCN2C(=O)c3cccc4cccc(c34)C2=O)c(S(=O)(=O)NCCCO)cc1OC,-5,-5,5,3,-0.7,3,2,-13,-3,-5
CN(C)c1oc(-c2ccc(OCc3ccccc3)cc2)nc1C#N,3,1,-2,2,-1.0,-2,2,2,-15,-5
Cc1ccccc1SCC(=O)NNC(=O)c1ccccc1O,-1,-2,0,21*,-1.9,-4,-7,9,-18,-4
C[C@H](O)[C@@H]1CN2CCc3c([nH]c4ccc(-c5ccc6c(c5)OCO6)cc34)[C@@H]2C[C@@H]1N(C)C(=O)NC1CCCCC1,1,-3,-2,0,0.4,-1,-3,-7,4,-1
Cc1ccc(S(=O)(=O)N2C[C@H]3C(=O)C[C@@H](c4ccccc4C)N(S(=O)(=O)c4ccc(C)cc4)[C@H]3C[C@H]2c2ccccc2)cc1,-1,-3,5,4,0.3,0,-5,-3,10,2
CCN(CC)c1ccc(C=C(c2nnnn2-c2ccccc2)c2nnnn2-c2ccccc2)cc1,-2,-6,-3,2,-1.9,4,-7,-4,4,-3
COc1ccccc1NC(=O)c1cc(S(=O)(=O)N2CCCCCC2)ccc1F,9,-1,3,-5,0.0,-7,3,-6,-16,0
Cc1ccc(S(=O)(=O)N2CCN(C(=O)CC3CCCC3)CC2)cc1,5,-3,-3,-2,0.3,4,-6,0,-23,2
COc1ccc(CCNC(=O)CN(c2ccccc2)S(C)(=O)=O)cc1OC,3,-2,5,-7,0.2,-2,0,-3,-6,3
Cc1ccc(CSc2nc3nc(C)cc(C)n3n2)cc1,1,6,4,-1,0.1,-2,4,1,-9,-1
COc1ccc(OC)c(NC(=O)C2CCCN2C(=O)C2CCC(C)CC2)c1 (stereo not given),-1,4,-2,3,0.7,-5,0,2,-2,-1
CC1CCCCN1C(=O)COC(=O)CSc1ccc(C(N)=O)cc1[N+](=O)[O-] (stereo not given),1,-4,6,5,0.7,-1,5,2,5,-7
COc1ccc(NC(=O)Cn2c(=O)oc3cc(S(=O)(=O)N4CCCC4)ccc32)cc1,1,1,1,-4,0.1,0,6,-2,-5,3
CC(C)C(C)(C#N)NC(=O)CSc1nc2scc(-c3ccccc3)c2c(=O)[nH]1 (stereo not given),-2,4,-1,-1,0.2,5,2,-1,3,-1
CN(Cc1nccs1)C(=O)C1CCC(=O)N(CCCc2ccccc2)C1 (stereo not given),4,-5,-3,0,0.1,-3,6,-2,5,3

Whole records as entered above. Order of screens: UHRF1 MBD2 ctr | DDE Tn6 FP inh | PRMT1 FP inh | TCR CD3 inh | KLK7 zymogen act | LEDGF integ inh | Tn7 DDE FP | SIAE primary | TDP2 absorb | MBD2 DNA inh
Shown for COc1ccc(OC)c(NC(=O)C2CCCN2C(=O)C2CCC(C)CC2)c1 (stereo not given) → -1 | 4 | -2 | 3 | 0.7 | -5 | 0 | 2 | -2 | -1
Shown for CCCCc1nnc(NC(=O)c2ccc(OCc3c(C)noc3C)cc2)s1 → 1 | 1 | -4 | 5 | 0.4 | 0 | -6 | -4 | 17 | -4
Shown for Cc1ccccc1SCC(=O)NNC(=O)c1ccccc1O → -1 | -2 | 0 | 21* | -1.9 | -4 | -7 | 9 | -18 | -4
Shown for CC(C)C(C)(C#N)NC(=O)CSc1nc2scc(-c3ccccc3)c2c(=O)[nH]1 (stereo not given) → -2 | 4 | -1 | -1 | 0.2 | 5 | 2 | -1 | 3 | -1
Shown for Cc1ccc(S(=O)(=O)N2CCN(C(=O)CC3CCCC3)CC2)cc1 → 5 | -3 | -3 | -2 | 0.3 | 4 | -6 | 0 | -23 | 2

Outcome played no part in choosing rows. About 4.6% of those tested had a hit in this group.
